Assay outcomes as filed in PubChem.
14-3-3g Raf: 14-3-3 gamma protein interaction modulation | FP, 14-3-3gamma / TMR-pS259-Raf peptide binding | hit rate 0.19% among 160,000 | inhibition, % at 40 µM; in the data active means inhibition above about 30%;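 further: 0% = protein plus tracer without compound and 100% = blank with tracer alone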
Target sequence (P61981 whole entry, looked up): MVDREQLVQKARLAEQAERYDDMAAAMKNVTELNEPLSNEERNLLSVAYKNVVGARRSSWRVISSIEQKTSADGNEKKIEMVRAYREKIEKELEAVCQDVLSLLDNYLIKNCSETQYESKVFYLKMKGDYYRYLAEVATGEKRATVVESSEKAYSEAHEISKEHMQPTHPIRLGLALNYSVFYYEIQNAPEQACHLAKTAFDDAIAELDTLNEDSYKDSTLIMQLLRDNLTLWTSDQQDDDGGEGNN
* hit, by the source's call; & = joins results of further samples.

COc1ccc(CN2C(=O)c3ccc(C(=O)O)cc3C2=O)cc1 was read as 14-3-3g Raf -7.
COc1ccc(N(CC(=O)Nc2ccccc2Br)S(=O)(=O)c2ccc(C)cc2)cc1OC was read as 14-3-3g Raf -2.
Screening COc1ccc(OCC(=O)Nc2ccc(-c3nc4ccccc4o3)c(O)c2)cc1 returned 14-3-3g Raf -170.
Cc1ccc(Cl)cc1NS(=O)(=O)c1cccc2nsnc12 was read as 14-3-3g Raf -3.
COC(=O)CN1C(=O)C(=O)c2ccccc21 was read as 14-3-3g Raf -1.
Screening O=C(NCCCN1CCCC1=O)c1ccc(Cl)c(NS(=O)(=O)c2ccc(F)cc2)c1 returned 14-3-3g Raf 2.
O=C(O)CCCCCN1C(=O)CCCC1=O was read as 14-3-3g Raf -1.
For CC(C)[C@H](NC(=O)NCc1ccc(Cl)cc1)C(=O)O the results were 14-3-3g Raf -7.
`CCC(C)(C)n1nnnc1C(c1cccs1)N1CCc2ccccc21` (configuration not stated) gave 14-3-3g Raf -11.
Screening CCC(=O)Nc1cc(C(F)(F)F)ccc1N1CCOCC1 returned 14-3-3g Raf 4.
Cc1cccc(N=c2oc3ccc(Cl)cc3cc2C(=O)Nc2nccs2)c1 was read as 14-3-3g Raf -4.
For Cc1cc(N(C)C)c(C#N)c(NCc2ccccc2)n1 the results were 14-3-3g Raf 3&-87.
Screening COC(=O)CCC(=O)Nc1ccc(I)cc1C returned 14-3-3g Raf 1.
`CCOC(=O)C1=C(C(F)(F)F)Nc2ncnn2C1c1ccc(C)cc1` (configuration not stated) gave 14-3-3g Raf -8.
Cc1noc(C)c1C(=O)Nc1sc(C)c(C)c1C#N was read as 14-3-3g Raf 1.
Cc1cccc(Nc2ncccc2C(=O)O)c1C was read as 14-3-3g Raf -9.
Screening Cc1ccc(C)c(NC(=O)c2c(-c3ccccc3Cl)noc2C)c1 returned 14-3-3g Raf -7.
Screening CCCCC(CC)CNC(=O)c1ccccc1Cl (configuration not stated) returned 14-3-3g Raf -7.
`Cn1cnc2c1c(=O)n(Cc1ccccc1)c(=O)n2C` gave 14-3-3g Raf -7.
COC(=O)C1=C(C)Nc2ncnn2C1c1ccco1 (configuration not stated) was read as 14-3-3g Raf -4.
Screening O=C1c2ccncc2C(=O)N1C1CCCCC1 returned 14-3-3g Raf -8.
COc1ccc(N2C(=O)c3ccccc3C2C(=O)NC2CCCC2)cc1Cl (configuration not stated) was read as 14-3-3g Raf -10.
For Cc1ccc(C)c(CN2N=C(c3ccccc3)CCC2=O)c1 the results were 14-3-3g Raf -5.
For COc1cc(NC(=O)c2cc(-c3cccc(O)c3)on2)cc(OC)c1OC the results were 14-3-3g Raf -9.
For Cc1cc(Cl)nc2ccc([N+](=O)[O-])cc12 the results were 14-3-3g Raf 4.
`O=C(c1cccc(Cl)c1)N1CCN(S(=O)(=O)c2ccc(F)cc2)CC1` gave 14-3-3g Raf 8.
CSc1nc2ccc3nc(NC(=O)c4cccs4)sc3c2s1 was read as 14-3-3g Raf -16.
Cc1ccccc1OCC(=O)Nc1ccc2oc(-c3ccncc3)nc2c1 was read as 14-3-3g Raf -13.
For CCCOc1ccccc1C1CC(=O)NC(C)=C1C(=O)OCC(C)C (configuration not stated) the results were 14-3-3g Raf -4.
`COc1ccc(C2=NN3C(C2)c2cc(OC)ccc2OC32CCCCC2)cc1` (configuration not stated) gave 14-3-3g Raf -1.
`CCOC(=O)c1sc2nc(CC(=O)OC)nc(Nc3cccc(C(F)(F)F)c3)c2c1C` gave 14-3-3g Raf 2.
O=C(CCn1ccc2ccccc21)Nc1ccc(N2CCOCC2)cc1 was read as 14-3-3g Raf -1.
CC1CCN(S(=O)(=O)c2ccc3c(c2)c(=O)c(C(=O)N2CCCCCC2)cn3C)CC1 was read as 14-3-3g Raf -1.
CC12CC(NC(=O)N1CCc1ccccc1)c1ccccc1O2 (configuration not stated) was read as 14-3-3g Raf 6.
O=C(CN1CCN(Cc2ccc(F)cc2)C1=O)NCCC1=CCCCC1 was read as 14-3-3g Raf -2.
For Cc1ccc(N2C(=O)NC3CC2(C)Oc2ccc(Br)cc23)cc1F (configuration not stated) the results were 14-3-3g Raf -4.
Screening C1=C(CCNc2ncnc3nc[nH]c23)CCCC1 returned 14-3-3g Raf -3.
For O=C(Nc1ccc(Cl)cn1)c1cnn2cccnc12 the results were 14-3-3g Raf -5.
Screening COc1ccc(Nc2nc(-c3ccccc3)c(CC(=O)O)s2)cc1 returned 14-3-3g Raf -3.
Cc1ccc2oc(-c3cc(NC(=O)c4ccc(F)cc4)ccc3Cl)nc2c1 was read as 14-3-3g Raf -17.

Entries listed so far with a cyano group:
For Cc1cc(N(C)C)c(C#N)c(NCc2ccccc2)n1 the results were 14-3-3g Raf 3&-87.
Cc1noc(C)c1C(=O)Nc1sc(C)c(C)c1C#N was read as 14-3-3g Raf 1.

Other entries follow:
`O=C(O)CCC(=O)Nc1ccc(Br)cn1` gave 14-3-3g Raf 3.
For Cc1ccc(C2=NN(C(=O)CCCc3ccccc3)C(O)(C(F)(F)F)C2)cc1 (configuration not stated) the results were 14-3-3g Raf 1.
Screening Nc1nnc(CSc2ccc(Cl)cc2)s1 returned 14-3-3g Raf -7.
`CCCCc1nc(SCC(=O)Nc2nc(-c3ccc(Br)cc3)cs2)n[nH]1` gave 14-3-3g Raf 3.
`CC(NC(=O)C1CCC1)c1ccc(Cl)cc1` (configuration not stated) gave 14-3-3g Raf -9.
`Cc1ccc(C)c(Oc2coc3cc(OC(C)C(=O)OCC(C)C)ccc3c2=O)c1` (configuration not stated) gave 14-3-3g Raf -13.
`COc1cccc(-n2c(Cc3cc(=O)[nH]c(=O)[nH]3)nnc2SC(C)C)c1` gave 14-3-3g Raf -3.
Screening CC(=O)Nc1nc2ccccc2n1CCN(C)C returned 14-3-3g Raf -1.
Screening O=C(CN1C(=O)CCSc2ccccc21)Nc1ccc2c(c1)OCCO2 returned 14-3-3g Raf 3.
Screening CCOc1ccc(N/C(SC)=C(/C#N)C(N)=O)cc1 returned 14-3-3g Raf 7.
For O=C(NC12CC3CC(CC(C3)C1)C2)c1cc2ccccc2c(=O)o1 the results were 14-3-3g Raf 0.
`COC(=O)c1ccc(NC(=O)c2ccccc2NS(C)(=O)=O)cc1` gave 14-3-3g Raf 6.
COc1ccc(-n2nc(C(=O)N3CCN(c4ccc(F)cc4)CC3)c3ccccc3c2=O)c(OC)c1 was read as 14-3-3g Raf -8.
Screening O=C(NCc1ccccc1)c1ccc2c(c1)N(Cc1ccccc1)C(=O)c1ccccc1S2 returned 14-3-3g Raf -1.
COC(=O)c1ccc(COc2ccc3c(C)c(C)c(=O)oc3c2C)o1 was read as 14-3-3g Raf -10&3.
`O=C(CCc1ccc(S(=O)(=O)N2CCOCC2)cc1)Oc1ccccc1` gave 14-3-3g Raf -3.
CCOC(=O)C1CCN(c2c(NC3CCCc4ccccc43)c(=O)c2=O)CC1 (configuration not stated) was read as 14-3-3g Raf -1.
CCCCOC(=O)c1cccc(NC(=O)c2ccc([N+](=O)[O-])cc2)c1 was read as 14-3-3g Raf 1.
COc1cc(OC)c(C2C(C(=O)N3CCOCC3)=C(C)NC3=C2C(=O)CC(C)(C)C3)cc1OC (configuration not stated) was read as 14-3-3g Raf 3.
`CC1CCN(CCCNC(=O)Cc2c(C(=O)O)n(C)c3ccccc23)CC1` gave 14-3-3g Raf -5.
`COc1ccc(-c2c(N)nnc3c2[nH]c2ccccc23)cc1OC` gave 14-3-3g Raf -3.
COc1ccccc1C(=O)N1CC(=O)Nc2ccc(Cl)cc2C1c1ccc(F)cc1 (configuration not stated) was read as 14-3-3g Raf -7.
`C[C@H](NC(=O)Nc1ccc2c(c1)OCCO2)C(=O)O` gave 14-3-3g Raf -5.
For Cc1ccc2c(CC(=O)OCc3nc(N)nc(Nc4ccccc4C)n3)coc2c1 the results were 14-3-3g Raf -8.
COc1ccc2c(c1)c(CC(=O)O)c(C)n2C(=O)c1ccccc1 was read as 14-3-3g Raf -4.
CCCCOc1ccc(NC(=O)c2ccc(Cl)c([N+](=O)[O-])c2)cc1 was read as 14-3-3g Raf -11.
For COCCn1c(CCC(=O)O)nc2c1c(=O)[nH]c(=O)n2CC(C)C the results were 14-3-3g Raf -9.
CCSc1sccc1C1C(C#N)=C(N)N(c2cccnc2)C2=C1C(=O)CCC2 (configuration not stated) was read as 14-3-3g Raf -27.
For O=C1C2C3c4ccccc4C(C=NCCO)(c4ccccc43)C2C(=O)N1c1ccc(Br)cc1 (configuration not stated) the results were 14-3-3g Raf -5.
For COc1cc(C(=O)Nc2nnc(C3CCCCC3)s2)c([N+](=O)[O-])cc1OC the results were 14-3-3g Raf -8.
Screening Cc1cc(NC(=O)c2cc(-c3ccc(Cl)cc3)on2)nn1Cc1ccc(Cl)cc1 returned 14-3-3g Raf -20.
O=C1C(=O)N(c2ccccn2)C(c2cccc(Br)c2)/C1=C(\O)c1ccc(Cl)cc1 (configuration not stated) was read as 14-3-3g Raf -17.
COc1ccc(C2SCCN2S(=O)(=O)c2cccc(C)c2)cc1 (configuration not stated) was read as 14-3-3g Raf 1.
Screening Nn1c(SCC(=O)N2CCOCC2)nnc1-c1ccc(Cl)cc1Cl returned 14-3-3g Raf 1.
`CC(=O)c1ccc(NC(=O)CSc2nc3ccc(NC(=O)c4ccccc4Cl)cc3s2)cc1` gave 14-3-3g Raf -4.
Screening CN(CC(=O)NC1CCCc2ccccc21)S(=O)(=O)c1ccc2c(c1)c(=O)n(C)c(=O)n2C (configuration not stated) returned 14-3-3g Raf -3.
Screening COc1nc(N)nc(CC(=O)C2CC2)n1 returned 14-3-3g Raf 0.
CCOC(=O)CCc1c(C)c(C#N)c2nc3ccccc3n2c1-n1ccnc1C was read as 14-3-3g Raf -5.
CCOC(=O)CC(=O)CSc1nc2c(c(-c3cccs3)c1C#N)CCCC2 was read as 14-3-3g Raf 16.
CC(C1CC1)N(C(=O)NC1CCS(=O)(=O)C1)c1ccccc1 (configuration not stated) was read as 14-3-3g Raf -6.
For COc1ccc2cc3cc(C(=O)Nc4ccc(OC)c(OC)c4)oc3nc2c1 the results were 14-3-3g Raf -14.
Screening Cc1cc(=O)oc2c1ccc1oc(C(=O)c3ccc(Cl)cc3)c(C)c12 returned 14-3-3g Raf -10.
Screening CCSc1nnc2c(n1)OC(c1ccc(C(=O)O)cc1)Nc1ccccc1-2 (configuration not stated) returned 14-3-3g Raf 3.
`CCOC(=O)CNC(=O)c1cc2c(=O)oc3ccccc3c2s1` gave 14-3-3g Raf -7.
CC(=O)N1CCc2cc(Br)cc(S(=O)(=O)CCC(=O)N3CCN(c4cc(C)ccc4C)CC3)c21 was read as 14-3-3g Raf -12.
Screening CCN1CCN(Cc2ccc(NC(=O)CC3Oc4ccc(C)cc4NC3=O)cc2)CC1 (configuration not stated) returned 14-3-3g Raf 1.
Screening O=C(Cn1c(=O)n(Cc2ccco2)c(=O)c2cc(Cl)ccc21)c1cccc(C(F)(F)F)c1 returned 14-3-3g Raf -15.
COc1ccccc1OCCNC(=O)c1ccc(Oc2ccccc2)cc1 was read as 14-3-3g Raf -6.
`Cc1sc2ncn(CC(=O)NCCCN3CCCC3)c(=O)c2c1S(=O)(=O)N1CCC(C)CC1` gave 14-3-3g Raf -21.
For O=C(Cn1cnc2c(cnn2-c2ccccc2)c1=O)N1CCCc2ccccc21 the results were 14-3-3g Raf -15.
`CC1CCN(c2ncnc3c2cnn3-c2ccc(Cl)cc2)CC1` gave 14-3-3g Raf -1.
`Cn1c(N2CCOCC2)nc2c1c(=O)n(Cc1cccc(Br)c1)c(=O)n2C` gave 14-3-3g Raf -2.
For CCOc1ccc(S(=O)(=O)NCCC(=O)NC2=NCCS2)cc1 the results were 14-3-3g Raf -2.
For O=C(O)Cn1cc(C(=O)c2cccs2)c2ccccc21 the results were 14-3-3g Raf 5.
`NC(=O)C1CCN(C(=S)c2cccs2)CC1` gave 14-3-3g Raf -9.
`Cc1cc([N+](=O)[O-])ccc1-c1ccc(C=Cc2ccc3cccc(O)c3n2)o1` gave 14-3-3g Raf 144*.
CCOC(=O)Cc1nnc(NC(=O)C(CC)Sc2nnc3c4ccccc4n(C)c3n2)s1 (configuration not stated) was read as 14-3-3g Raf 0.
COC(=O)CCCC(=O)Nc1c(F)c(F)c(F)c(F)c1F was read as 14-3-3g Raf -2.
O=C1C2CC=CCC2C(=O)N1CC(=O)N(Cc1ccccc1)C1CCS(=O)(=O)C1 (configuration not stated) was read as 14-3-3g Raf 2.
Screening CC(C)C(=O)Nc1ccc(NC(=O)c2ccccc2Cl)nc1 returned 14-3-3g Raf -6.
CC12CC3CC(C)(C1)CC(CN1CCOCC1)(C3)C2 was read as 14-3-3g Raf -8.
For Cc1ccc(S(=O)(=O)N2CCc3ccccc3C2)cc1[N+](=O)[O-] the results were 14-3-3g Raf -11.
Cc1cc(C(=O)COc2cccc(-n3cnnn3)c2)c(C)n1-c1ccccc1 was read as 14-3-3g Raf -15.

By substructure, the compounds so far containing a COOH group
COc1ccc(CN2C(=O)c3ccc(C(=O)O)cc3C2=O)cc1 was read as 14-3-3g Raf -7.
O=C(O)CCCCCN1C(=O)CCCC1=O was read as 14-3-3g Raf -1.
For CC(C)[C@H](NC(=O)NCc1ccc(Cl)cc1)C(=O)O the results were 14-3-3g Raf -7.
Cc1cccc(Nc2ncccc2C(=O)O)c1C was read as 14-3-3g Raf -9.
Screening COc1ccc(Nc2nc(-c3ccccc3)c(CC(=O)O)s2)cc1 returned 14-3-3g Raf -3.
`O=C(O)CCC(=O)Nc1ccc(Br)cn1` gave 14-3-3g Raf 3.
`CC1CCN(CCCNC(=O)Cc2c(C(=O)O)n(C)c3ccccc23)CC1` gave 14-3-3g Raf -5.
`C[C@H](NC(=O)Nc1ccc2c(c1)OCCO2)C(=O)O` gave 14-3-3g Raf -5.
COc1ccc2c(c1)c(CC(=O)O)c(C)n2C(=O)c1ccccc1 was read as 14-3-3g Raf -4.
For COCCn1c(CCC(=O)O)nc2c1c(=O)[nH]c(=O)n2CC(C)C the results were 14-3-3g Raf -9.
Screening CCSc1nnc2c(n1)OC(c1ccc(C(=O)O)cc1)Nc1ccccc1-2 (configuration not stated) returned 14-3-3g Raf 3.
For O=C(O)Cn1cc(C(=O)c2cccs2)c2ccccc21 the results were 14-3-3g Raf 5.

Only part of the results is shown, so the mix of outcomes need not match the whole.
